HSF-1 act: increases HSF-1 driven luciferase reporter signal; NIH3T3-HGL HSF-1 luciferase reporter, MG132, 8 h; 100% = twice DMSO control signal; AID 504408; hit rate 1.7% among 300,000; activation, % at 9 µM;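 active = mean replicate activation of at least 50% with a set share of replicates each reaching 50%; inconclusive = only one of those two conditions met; inactive = mean below 50% and too few replicates reaching it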;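 also: 0% = median of the neutral control wells and 100% = twice that signal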
IEC-6 cytotox: kills IEC-6 intestinal cells in KLF5 counter-screen. inhibition, % at 5 µM. IEC-6 cytotoxicity, luminescence viability. hit rate 0.78% among 290,000; in the data active = inhibition above about 22%;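 also: 0% = plate median of test compound wells and 100% = cytotoxic reference compound wells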
HSP90 refold inh: blocks HSP90-mediated luciferase refolding in reticulocyte lysate; Rabbit reticulocyte lysate, luciferase refolding luminescence, 3 h; inhibition, % at 5.6 µM; hit rate 0.91% among 290,000; AID 1789;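 active = inhibition above the screen-wide mean plus 3 SD, computed separately per campaign, cut at about 16% in these data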;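 also: 0% = DMSO wells and 100% = 60 µM geldanamycin wells; inhibitors lower the luminescence because luciferase stays unfolded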
HSF1 inh: HSF1 inhibition. activity change, negative = inhibition, % at 7.5 µM (by protocol). NIH3T3-HGL HSE-luciferase, MG132-induced, luminescence 8 h; stronger effect = lower value. AID 2098. hit rate 0.77% among 300,000;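 active = more than half of replicate wells show activity change below -50%, luminescence cut by over half; inconclusive = some wells, but at most half, below -50%; inactive = no replicate well below -50%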;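 also: luciferase reports HSF-1 transcriptional activity via heat shock element; 0% = median of DMSO wells and -100% = zero luminescence signal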
GSK3beta inhib: inhibitors of human GSK3beta kinase; activity score (negative = inhibition), % at 10 µM; AID 2097; hit rate 0.038% among 300,000; P49841; GST-GSK3beta kinase, ADP-Glo luminescence, 60 min; stronger effect = lower value;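 active = more than half of replicate wells score below -50%, meaning over 50% inhibition versus plate controls; inconclusive = some replicates but at most half score below -50%; inactive = no replicate scores below -50%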;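 also: 0% = median DMSO wells and -100% = median GW8510 positive control wells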
Target sequence (P49841 whole entry, looked up): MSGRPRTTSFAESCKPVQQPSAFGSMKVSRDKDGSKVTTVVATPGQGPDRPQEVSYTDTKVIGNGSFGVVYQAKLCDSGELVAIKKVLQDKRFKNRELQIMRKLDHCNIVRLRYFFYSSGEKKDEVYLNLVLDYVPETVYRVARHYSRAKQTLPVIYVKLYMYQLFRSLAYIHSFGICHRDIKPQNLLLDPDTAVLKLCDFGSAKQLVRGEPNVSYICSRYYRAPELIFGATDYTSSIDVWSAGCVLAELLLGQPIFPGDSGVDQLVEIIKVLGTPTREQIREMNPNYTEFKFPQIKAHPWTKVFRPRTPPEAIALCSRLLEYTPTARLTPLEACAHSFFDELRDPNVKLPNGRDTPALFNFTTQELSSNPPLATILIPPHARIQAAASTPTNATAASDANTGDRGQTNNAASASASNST
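Test system – GST-tagged human GSK3beta kinase, cell-free · Incubation – 60 min enzyme reaction, room temperature · Signal – ADP-Glo luminescence · Also added – peptide substrate and ATP at 25 µM · Controls – DMSO neutral wells and GW8510 at 20 µM as positive · Buffer or medium – Tris/MgCl2 kinase buffer · Measure – Luminescence-derived activity versus plate DMSO and GW8510 wells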
HIF activator: HIF pathway transcriptional activation; U2OS HRE-luciferase reporter, luminescence; normalized: DMSO 0%, desferrioxamine 100%; activation, % at 7.5 µM (by protocol); hit rate 0.32% among 300,000; AID 1910;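 active = mean activation of at least 10% of the iron chelator positive control signal, with at least half of replicates also reaching 10%; inconclusive = mean and replicate majority disagree about reaching 10%; inactive = mean and most replicates under 10%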
GSK3A inh: human GSK-3 alpha kinase inhibition | P49840 | ADP-Glo luminescence, 60 min | inhibition, % at 10 µM | hit rate 0.1% among 320,000 | AID 2650;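 in the data active = inhibition above about 50%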;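 also: GST-tagged GSK-3 alpha with peptide substrate and 25 µM ATP; 0% = DMSO neutral wells and 100% = GW8510 positive control wells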
Target sequence (P49840 whole entry, looked up): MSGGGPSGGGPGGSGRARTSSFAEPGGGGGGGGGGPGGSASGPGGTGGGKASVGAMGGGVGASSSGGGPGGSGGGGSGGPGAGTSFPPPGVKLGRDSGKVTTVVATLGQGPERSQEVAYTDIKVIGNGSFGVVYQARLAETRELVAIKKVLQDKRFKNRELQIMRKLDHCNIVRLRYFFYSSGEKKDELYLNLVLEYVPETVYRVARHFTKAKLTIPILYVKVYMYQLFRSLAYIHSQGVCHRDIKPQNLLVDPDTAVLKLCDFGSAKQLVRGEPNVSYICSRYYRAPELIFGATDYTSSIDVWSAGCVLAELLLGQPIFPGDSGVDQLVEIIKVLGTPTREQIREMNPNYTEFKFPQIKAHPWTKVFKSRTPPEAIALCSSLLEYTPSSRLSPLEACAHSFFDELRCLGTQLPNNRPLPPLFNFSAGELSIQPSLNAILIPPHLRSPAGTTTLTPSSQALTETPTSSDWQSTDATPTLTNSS
aSyn 5UTR inh: MLPCN primary screen, SNCA 5' untranslated region | alpha-synuclein 5'UTR reporter, inhibitor activity | inhibition, % (tested at 7.5 µM) | hit rate 0.82% among 300,000 | AID 1813; in the data active = inhibition above about 60%; inconclusive = no clear call, values can overlap the other calls;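 also: H4 neuroglioblastoma cells stably carrying SNCA 5'UTR luciferase fusion; 0% = DMSO wells and 100% = positive control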
KLF5 inh: kruppel-like factor 5 inhibition | hit rate 0.23% among 290,000 | inhibition, % at 5 µM | DLD-1 KLF5 promoter-luciferase reporter, luminescence;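 active = inhibition above a per-plate limit of that plate's mean compound inhibition plus 3 SD, cut at about 60% in these data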;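 also: 0% = DMSO wells and 100% = LY294002 at 200 µM; higher means less KLF5 promoter-driven luciferase light; inactives centre near -14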
AI-2 QS mod: modulates the Vibrio harveyi AI-2 quorum sensing system. Vibrio harveyi JMH597 AI-2 luminescence/OD600 ratio, 9 h; stronger effect = lower value; strain lacks LuxN and CqsS sensors; 0 = neutral-control median. activity change, % at 7.5 µM. hit rate 0.4% among 300,000. AID 2094; in the data active = activity change below about -75%, passing the limit was not always enough; inconclusive = no clear call, values can overlap the other calls;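 also: luminescence divided by OD600 gain over 9 h not by final OD600 alone; inactives centre near 13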
* = called active by the depositor; ? = inconclusive; . = not tested or not shown.

SMILES | HSF-1 act | IEC-6 cytotox | HSP90 refold inh | HSF1 inh | GSK3beta inhib | HIF activator | GSK3A inh | aSyn 5UTR inh | KLF5 inh | AI-2 QS mod
O=C(N/N=C/c1cccc(C(F)(F)F)c1)c1cc2c(s1)-c1ccccc1CC2 | -13 | -4 | 0 | -5 | 2 | 0.3 | -2 | 12 | -5 | 18
CCCC1CCC(C(=O)n2nc(N)c3cc4ccc(OC)cc4nc32)CC1 (stereo unspecified) | -13 | -8 | 0 | -5 | 1 | -0.1 | -1 | 6 | 9 | 24
OCCCCNCc1ccc(OCc2ccccc2Cl)cc1 | 2 | 1 | -9 | 9 | 1 | 0.2 | -1 | -45 | -47 | 7
CCOc1ccc(S(=O)(=O)N(C)CC(=O)NCc2ccc3c(c2)OCO3)cc1 | 16 | 2 | -2 | 2 | 0 | -0.5 | 0 | 10 | -20 | 19
C[C@@H](C(=O)N[C@@H](Cc1ccccc1)C(=O)O)n1nnc2ccccc2c1=O | 11 | 0 | 5 | -4 | 3 | -0.1 | -2 | -3 | -18 | 10
COc1cccc(CNC(=O)COc2cc3c(c4oc(=O)cc(C)c24)CCC(C)(C)O3)c1 | 2 | 2 | 0 | -6 | 4 | -0.1 | 0 | 19 | -18 | 14
C1CNC(C23CC4CC(CC(C4)C2)C3)=N1 | 18 | 0 | 4 | -9 | 1 | -1.0 | 1 | -2 | -15 | 14
O=C(Nc1cccc(-c2nc3cccnc3s2)c1)C1c2ccccc2Oc2ccccc21 | -3 | 1 | 1 | 8 | -3 | 0.5 | . | 42 | -7 | 16
O=C(NC(=S)Nc1cc(C(F)(F)F)ccc1N1CCOCC1)c1ccco1 | 1 | 3 | 15 | -3 | 1 | 0.2 | 0 | 7 | -6 | 18
CCS(=O)(=O)N1CCC(C(=O)NCc2cccc(OC)c2)CC1 | -4 | -2 | -1 | -7 | 0 | -0.1 | -3 | 8 | -28 | 15
COc1ccccc1NC(=O)C1(c2ccccc2)CCCC1 | 2 | 2 | -3 | 2 | 4 | -1.1 | 1 | -17 | -16 | 17
N#Cc1cc([N+](=O)[O-])ccc1NC(=O)COC(=O)C1CC2CCCC(C1)C2=O (stereo unspecified) | 12 | . | . | 3 | 9 | -0.3 | 0 | -5 | . | 14
CCOCCCNC(=O)C1CCC(=O)N1CCc1ccccc1 (stereo unspecified) | 0 | -4 | 0 | -2 | -1 | 0.1 | . | -6 | -15 | 6
CCOC(=O)c1c(C)[nH]c(C(=O)COC(=O)c2ccccc2NC(=O)c2ccco2)c1C | 18 | 4 | 1 | 0 | -3 | 0.0 | -1 | -3 | -33 | 7
Cc1ccc(OC(C)C(=O)N(C)Cc2ccccc2)c([N+](=O)[O-])n1 (stereo unspecified) | 7 | -4 | 1 | -2 | 3 | 0.1 | -2 | 5 | -34 | 18
Cc1ccc(-n2c(SCC(=O)NCCC3=CCCCC3)nc3n[nH]c(C)c3c2=N)cc1Cl | 3 | 6 | 10 | 4 | 2 | -0.6 | 1 | 44 | -28 | 6
CCOCCCNC(=O)c1c[nH]c2ccc(S(=O)(=O)Nc3cccc(OC)c3)cc2c1=O | -14 | -1 | 3 | 0 | 1 | -33 | -2 | -5 | 12 | 27
CC(C)Oc1cccc(C(=O)C2CCCN(C(=O)c3ccoc3)C2)c1 (stereo unspecified) | -5 | -1 | 2 | 9 | -5 | 0.3 | -1 | -13 | -13 | 24
COc1ccc(C2C(C(=O)N3CC(C)CC(C)C3)c3ccccc3C(=O)N2C)cc1 (stereo unspecified) | -10 | 1 | 1 | 2 | 4 | -0.2 | -4 | 8 | -21 | 20
O=C(CCNC(=O)N1CC(=O)Nc2ccccc21)Nc1ccc(Cl)cc1 | 2 | 1 | -4 | -6 | 0 | 0.2 | -1 | 2 | 2 | 14

Two entries from above, with values under each structure:
Fields – HSF-1 act | IEC-6 cytotox | HSP90 refold inh | HSF1 inh | GSK3beta inhib | HIF activator | GSK3A inh | aSyn 5UTR inh | KLF5 inh | AI-2 QS mod
> CC(C)Oc1cccc(C(=O)C2CCCN(C(=O)c3ccoc3)C2)c1 (stereo unspecified)
→ -5 | -1 | 2 | 9 | -5 | 0.3 | -1 | -13 | -13 | 24
> COc1ccc(C2C(C(=O)N3CC(C)CC(C)C3)c3ccccc3C(=O)N2C)cc1 (stereo unspecified)
→ -10 | 1 | 1 | 2 | 4 | -0.2 | -4 | 8 | -21 | 20

Later entries:
SMILES | HSF-1 act | IEC-6 cytotox | HSP90 refold inh | HSF1 inh | GSK3beta inhib | HIF activator | GSK3A inh | aSyn 5UTR inh | KLF5 inh | AI-2 QS mod
Cc1ccccc1C1NC(=S)NC2=C1C(=O)CC(C)(C)C2 (stereo unspecified) | 1 | -1 | 2 | -4 | -1 | 0.1 | 9 | 15 | 3 | -3
CCOCCCNC(=O)c1cn(C)c(=O)c2cc(OC)c(OC)cc12 | 2 | -1 | 1 | -2 | -1 | -0.6 | -2 | -10 | 9 | 23
COCC(C)NC(=O)c1cc2cc(OC)ccc2[nH]1 (stereo unspecified) | -11 | -2 | 4 | 10 | -1 | -0.4 | -1 | -8 | -22 | 4
Cc1ccc(C(=O)c2sc3nc4c(cc3c2N)CCC4)cc1 | 23 | -6 | 1 | 17 | 5 | 2.2 | 0 | -132 | -18 | 24
CN(CC(=O)NCCc1ccc(F)cc1)Cc1ccccc1 | 6 | 0 | 0 | 3 | 2 | 0.7 | -2 | 12 | -1 | -10
COc1ccc(CNC(=O)CCS(=O)(=O)c2ccc(Br)cc2)cc1 | 9 | -6 | -2 | -1 | 2 | -0.5 | 0 | 5 | -5 | 5
O=C(CSc1nnc(SCc2cccc3ccccc23)s1)N=Nc1c(O)[nH]c2ccccc12 | . | -4 | 1 | . | . | . | -2 | . | 9 | .
C=CCN1C(=O)c2ccc(C(=O)N3CCN(S(=O)(=O)c4cccc(Cl)c4)CC3)cc2C1=O | -2 | -2 | -2 | 3 | -1 | -0.4 | 2 | 4 | -21 | 19
CC1(C)CC(NC(=O)CC2CCCCC2)CC(C)(C)N1 | -1 | 3 | 2 | -6 | -3 | -0.2 | -2 | 1 | -12 | 9
Cc1nc(Cl)sc1C(=O)Nc1cccc(Cl)c1C | 16 | -3 | -3 | 19 | 0 | 0.8 | 2 | -48 | -24 | 19
CNC(=S)N(Cc1ccc(OC)cc1)C1CC(=O)N(c2ccc(Cl)cc2)C1=O (stereo unspecified) | 12 | 1 | -7 | 15 | -3 | -1.6 | 3 | 9 | -31 | 2
COc1cc(CCC(=O)Nc2cccc(S(=O)(=O)N(C)C)c2)cc(OC)c1OC | -5 | 1 | 0 | 5 | 1 | 1.9 | -1 | 14 | -23 | 18
CN(C)c1cccc2c1c(NC(=O)Nc1ccc(Cl)cc1Cl)nn2C | 14 | 0 | 1 | 2 | 2 | -0.1 | -1 | 19 | -2 | 20
CN(C(=O)COc1ccccc1C(=O)NCCOc1ccccc1)c1ccccc1 | -16 | 7 | 1 | -13 | -2 | -1.3 | 2 | -20 | -15 | 14
NC(=O)N/N=C/c1coc2ccc(O)cc2c1=O | -6 | -2 | 3 | -7 | 1 | 0.2 | -2 | -10 | -1 | -12
COc1cccc(NC(=O)c2ccc(NCCCN3CC(C)CC(C)C3)c([N+](=O)[O-])c2)c1 (stereo unspecified) | 11 | 9 | 4 | 1 | 1 | -0.2 | . | -6 | -48 | 33
CCOC(=O)N1CCN(C(=S)NC(=O)c2cncc(Br)c2)CC1 | -18 | 3 | 5 | -3 | -4 | -0.5 | -3 | -1 | -6 | 3
CCc1nnc(NC(=O)c2ccc(Br)o2)s1 | -8 | -4 | -6 | 5 | 0 | -0.2 | -5 | -40 | -33 | 9
CCOC(=O)c1c(S(=O)(=O)Nc2ccccc2OCC)c(C)n(C)c1C | 3 | -2 | -4 | 6 | -1 | -0.4 | -1 | -9 | -8 | 13
COC(=O)C[n+]1cccc2ccccc21 | -4 | 6 | 3 | -2 | 2 | 0.3 | 0 | 9 | -3 | 25

Limited to GSK3beta inhib and aSyn 5UTR inh (6 entries from above):
smiles	GSK3beta inhib	aSyn 5UTR inh
COc1cccc(NC(=O)c2ccc(NCCCN3CC(C)CC(C)C3)c([N+](=O)[O-])c2)c1 (stereo unspecified)	1	-6
CN(C)c1cccc2c1c(NC(=O)Nc1ccc(Cl)cc1Cl)nn2C	2	19
CNC(=S)N(Cc1ccc(OC)cc1)C1CC(=O)N(c2ccc(Cl)cc2)C1=O (stereo unspecified)	-3	9
CCc1nnc(NC(=O)c2ccc(Br)o2)s1	0	-40
CCOC(=O)c1c(S(=O)(=O)Nc2ccccc2OCC)c(C)n(C)c1C	-1	-9
COc1cc(CCC(=O)Nc2cccc(S(=O)(=O)N(C)C)c2)cc(OC)c1OC	1	14

(list continues)
SMILES | HSF-1 act | IEC-6 cytotox | HSP90 refold inh | HSF1 inh | GSK3beta inhib | HIF activator | GSK3A inh | aSyn 5UTR inh | KLF5 inh | AI-2 QS mod
COc1ccc(-n2cc(CNCc3cnc4ccccn34)c(-c3cccc(F)c3)n2)cc1 | -9 | -4 | -2 | -6 | 1 | 1.1 | -2 | 8 | -13 | 20
O=C(c1ccc(Br)o1)N1CCN(c2ccc3nnc(-c4ccc(F)cc4)n3n2)CC1 | -4 | 2 | 1 | -7 | -3 | -0.2 | 9 | 8 | 11 | -10
CC(CC1CC(C)(C)OC1=O)C(=O)Nc1nncs1 (stereo unspecified) | -2 | -2 | 7 | -5 | 0 | -0.7 | 2 | 9 | -11 | 23
CCn1c(SCC(=O)N2CCCCCC2)nc2c([nH]c3ccccc32)c1=O | -6 | 2 | 2 | -5 | 1 | -0.2 | 0 | 24 | -26 | 7
Cc1ccccc1NCC(=O)N/N=C/C(Br)=C/c1ccccc1 | -43 | 0 | 3 | ? | 0 | -3.3 | -2 | -66 | -11 | -10
O=C(COC(=O)/C=C/c1ccccc1)Nc1cc(C(F)(F)F)ccc1N1CCOCC1 | . | -1 | 4 | . | 2 | -0.1 | -2 | -14 | -15 | 22
CN1CCN(C(CNS(=O)(=O)c2ccc([N+](=O)[O-])cc2)c2ccc(F)cc2)CC1 (stereo unspecified) | -6 | . | . | -3 | 1 | -0.4 | -3 | -2 | . | 24
Cn1c(NC(=O)c2cc(Br)ccc2Cl)cc(=O)n(C)c1=O | 2 | 6 | -2 | 0 | 3 | -0.2 | 2 | 23 | -14 | 20
COc1ccccc1N(CC(=O)N/N=C/c1c(O)ccc2ccccc12)S(C)(=O)=O | -1 | -5 | -9 | 3 | 0 | 11* | -1 | ? | 12 | 19

Bioassay records: PubChem, several laboratories
